esBAF inh: inhibitors of esBAF chromatin remodeling in mouse ES cells; actives 2% (n = 350,000); Bmi1-luciferase knock-in reporter, 24 h; 100% = twice the neutral-well signal; AID 602393; reporter increase, % at 12.5 µM; in the data active means activation above about 40%; inconclusive means no clear call, values can overlap the other calls;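 further: 0% = median of the plate's neutral control wells and 100% = double that signal; a rise in the Bmi1 reporter signal indicates esBAF inhibition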
SIRT5 block: blocks human SIRT5 desuccinylation of peptide; Q9NXA8; Purified SirT5, succinyl-peptide AMC, trypsin-coupled fluorescence; inhibition, % at 15 µM; actives 1.1% (n = 330,000); AID 652115; in the data active means inhibition above about 15%; inconclusive means no clear call, values can overlap the other calls
Target sequence (Q9NXA8 whole entry, looked up): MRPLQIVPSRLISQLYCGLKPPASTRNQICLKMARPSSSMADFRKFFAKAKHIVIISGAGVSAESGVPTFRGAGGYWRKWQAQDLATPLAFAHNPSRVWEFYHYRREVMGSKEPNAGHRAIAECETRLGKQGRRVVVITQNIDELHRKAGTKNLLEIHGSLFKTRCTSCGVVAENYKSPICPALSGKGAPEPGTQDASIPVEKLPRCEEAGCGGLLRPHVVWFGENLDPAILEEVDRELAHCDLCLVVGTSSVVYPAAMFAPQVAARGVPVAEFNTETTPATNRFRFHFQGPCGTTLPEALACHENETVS
LGR2 antag: Drosophila LGR2 receptor signaling inhibition; AID 720647; actives 0.35% (n = 380,000); inhibition, % at 9.99 µM; HEK293 LGR2, CRE-luciferase, bursicon-stimulated, 4 h;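 active means drop in luminescence signal, shown as inhibition above about 50% in the replicate tests, limit read from the data, passing the limit was not always enough; inconclusive means probably only some replicates passing the limit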;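 further: agonist challenge used bursicon conditioned medium at about half maximal strength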
FN deposition inh: fibronectin deposition inhibition. AH1F fibroblasts, Alexa488-fibronectin deposition fluorescence, overnight. inhibition, % at 12.6 µM. actives 0.086% (n = 350,000). AID 743247;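 active means mean inhibition across replicates of 30% or more, regardless of how many single replicates reach that level; inconclusive means mean under 30% yet at least half of replicates reach 30%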;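 further: positive control wells lacked labelled fibronectin entirely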
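material = AH1F fibroblast monolayer depositing Alexa488-labelled fibronectin into matrix | amount = 10000 AH1F cells/well | buffer or medium = DMEM plus 2% serum, read in PBS | incubation = 1 h cell adhesion before compound, then overnight fibronectin incubation | detection = fluorescence at 485 nm excitation, 525 nm emission | evaluation = percent inhibition as loss of matrix-bound fibronectin fluorescence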
S100A4 MyoIIA: S100A4-myosin IIA interaction inhibition | P26447 | S100A4/TAMRA-MyoIIA peptide fluorescence polarization | inhibition, % at 10.7 µM | actives 0.14% (n = 360,000) | AID 652163;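 active means mean inhibition of at least 70% across replicates, with every replicate also reaching that level; inconclusive means mean inhibition reaches 70% but some replicates fall short; inactive means mean inhibition below 70%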
Target sequence (P26447 whole entry, looked up): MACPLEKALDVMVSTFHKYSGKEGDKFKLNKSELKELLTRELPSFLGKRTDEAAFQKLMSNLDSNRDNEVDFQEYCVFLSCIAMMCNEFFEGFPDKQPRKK
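Test system: S100A4 monomer protein. Medium: HEPES buffer with Ca2+, pH 7.2. Reagent: fluorescent myosin IIA peptide, 5 nM. Compound dosing: single-point compound testing. Timing: 5 min between mix addition and reading. Benchmarks: DMSO neutral and TFP positive wells.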
Casp6 inh: caspase-6 (human) enzyme inhibition; actives 0.53% (n = 350,000); AID 686996; P55212; purified caspase-6, Z-VEID-R110 cleavage fluorescence; inhibition, % at 12.5 µM;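 active means mean inhibition across replicates at least about 35%, with every replicate also reaching that limit, limit read from the data; inconclusive means only one of the two criteria met; inactive means neither criterion met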;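 further: 0% = median of neutral control wells and 100% = no fluorescence left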
Target sequence (P55212 24-179 limits assumed): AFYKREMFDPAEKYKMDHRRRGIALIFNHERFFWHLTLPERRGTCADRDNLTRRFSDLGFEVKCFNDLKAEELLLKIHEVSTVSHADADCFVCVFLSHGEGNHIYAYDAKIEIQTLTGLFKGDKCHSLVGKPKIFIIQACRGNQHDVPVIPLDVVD
Target sequence (P55212 194-293 limits assumed): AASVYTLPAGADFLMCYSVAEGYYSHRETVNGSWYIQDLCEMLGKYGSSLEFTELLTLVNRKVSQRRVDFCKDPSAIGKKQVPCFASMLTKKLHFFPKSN
Statin myotox sup: suppressors of simvastatin-induced myotoxicity in C2C12 myotubes. ATP luminescence, 48 h; scaled: DMSO 0, geranylgeraniol control 100. rescue of ATP level, % at 7.49 µM. actives 0.78% (n = 330,000). AID 602340;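 active means mean ATP rescue above about 67%, or every replicate alone reaching that limit, limit read from the data, passing the limit was not always enough; inconclusive means no clear call, values can overlap the other calls; inactive means mean under the limit and some replicate under it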;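 further: myotubes were challenged with 10 µM simvastatin during compound exposure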
The depositor's hits bear a star; u = inconclusive; x = not tested or not shown; & = joins results of further samples.

item	smiles	esBAF inh	SIRT5 block	LGR2 antag	FN deposition inh	S100A4 MyoIIA	Casp6 inh	Statin myotox sup
1	O=C(CCC(=O)n1ncc2ccccc21)NCc1ccccc1Cl	-3	3	-6	-5	0	-1	-7
2	COc1cc(Cl)ccc1OCc1cc(C(=O)NCc2cc(C(C)C)no2)no1	79*	-2	-52	2	-3	-5	-9
3	O=C(Nc1sc2c(c1C(=O)NCc1ccco1)CCCC2)c1ccc2c(c1)OCO2	46*	x	-56	-3	x	x	-9
4	C[C@@H]1CN([C@H](C)CO)C(=O)c2cc(NC(=O)c3ccccc3)ccc2O[C@@H](C)CCCCO[C@H]1CN(C)Cc1ccc(C(F)(F)F)cc1	-21	6	39	x	u	-9	x
5	O=C(CN1CCN(CC(=O)Nc2ccc(F)cc2)CC1)NCC1(N2CCOCC2)CCCCC1	-4	-6	-6	-1	0	-7	1
6	CCCCN(C(=O)CSc1nnc2ccccn12)c1c(N)n(Cc2ccccc2)c(=O)[nH]c1=O	x	-3	9	x	-1	1	x
7	CCC(C)(C)NC(=O)CN(C(=O)C(=O)Nc1ccc2c(c1)OCCO2)N1CCOCC1	-4	2	10	-4	8	0	-1
8	O=C(N/N=C\c1cccnc1)c1ccc(Br)s1	28	4	7	x	-4	0	-2
9	CC1=C(C(=O)OCc2ccccc2)C(c2ccc3ccccc3c2)NC(=O)N1CCCC(=O)O (stereo not given)	4	x	16	4	8	0	-2
10	CC(=O)c1c(N2CCOCC2)nc(=S)n(-c2ccccc2)c1C	1	x	5	x	x	x	3
11	c1ccc([C@H]2CN3CCSC3=N2)cc1	1	1	4	-9	0	0	-5
12	COc1cc2c(O)cc(C(=O)O)c(-c3cc(OC)c(OC)c(OC)c3)c2cc1OC	-1	0	2	-6	4	1	-2
13	CC(NC(=O)CSc1nc2ccccc2c(=O)[nH]1)c1ccccc1 (stereo not given)	2	x	-2	x	x	x	-11
14	CCCCN(CC)CCNC(=O)c1cc2cc3ccc(Cl)cc3nc2o1	-3	-9	8	4	-1	-7	10
15	C[C@H](CO)N1C[C@H](C)[C@@H](CN(C)S(=O)(=O)c2ccccc2)OCCCC[C@H](C)Oc2ccc(NC(=O)c3ccncc3)cc2C1=O	1	-2	-13	-2	-19	0	x
16	Cc1cc(C)c(S(=O)(=O)Nc2cccc(S(=O)(=O)NC3=NCCC3)c2)c(C)c1	x	1	10	11	-3	9	x
17	CC(C)NC(=O)N[C@@H]1CC[C@@H](CC(=O)NCCN2CCCC2)O[C@@H]1CO	4	-1	12	3	6	1	-3
18	O=C(O)CC1(CC(=O)Nc2ccc3ccccc3c2)CCCCC1	-1	x	x	6	x	x	15
19	C[C@H](CO)N1C[C@H](C)[C@@H](CN(C)Cc2ccc(C(=O)O)cc2)OCCCC[C@H](C)Oc2ccc(NS(C)(=O)=O)cc2C1=O	-3	-1	23	x	-25	0	x
20	FC(F)(F)c1ccc(-c2nc(=S)[nH][nH]2)cc1	5	-3	-8	-4	-7	1	7
21	O=C(c1ccco1)N1CCCN(Cc2nc(-c3ccc4c(c3)OCO4)no2)CC1	3	1	3	2	-11	2	10
22	C[C@H](CO)N1C[C@H](C)[C@@H](CN(C)S(C)(=O)=O)Oc2cc(-c3ccncc3)ccc2S1(=O)=O	-7	0	-23	-3	-1	1	10
23	C[C@H](CO)N1C[C@H](C)[C@H](CN(C)Cc2ccccc2)OCCCC[C@H](C)Oc2ccc(NC(=O)Nc3ccc(C(F)(F)F)cc3)cc2C1=O	3	3	3	3	-1	-2	x
24	COc1ccccc1C(=O)NC(=O)COC(=O)c1nccnc1N	-1	-31	1	7	-13	3	3
25	CSc1ccc(S(=O)(=O)N2CCC(C(=O)NC3CC3)CC2)cc1	8	-1	-6	2	-4	2	1
26	C[C@@H]1CN([C@@H](C)CO)C(=O)Cc2cc(NS(C)(=O)=O)ccc2O[C@H]1CN(C)Cc1ccc2c(c1)OCO2	2	-1	-6	2	5	-1	-31
27	CC#CC[N+](C)(C)CC(=O)c1ccccc1	x	-2	12	-19	-44	-4	x
28	O=C(COC(=O)c1cc(-c2ccccn2)nc2ccccc12)Nc1ncc(C(F)(F)F)cc1Cl	-3	-5	7	-2	-7	10	12
29	CCOc1ccccc1N1CC(C(=O)Nc2ccccc2N2CCOCC2)CC1=O (stereo not given)	-1	x	x	0	x	x	-5
30	Cc1cc(OC(C)C(=O)NCCCn2ccnc2)c2c(C)c(C)c(=O)oc2c1 (stereo not given)	-5	-19	1	1	15	-1	-4
31	COc1ccc(C2=CN3CCCCC3CC2=O)cc1OC (stereo not given)	31	x	3	-10	10	-3	-8
32	COc1cc(F)c(C(=O)NC(C)(C)CO)cc1OC	1	1	-1	4	-4	0	-2
33	N#CC1=C(S)N(c2ccccc2)C(c2ccco2)NC1=O (stereo not given)	x	8	3	7	2	2	x
34	Cc1ccsc1C(=O)N(C)CC(=O)N(CC(C)C)c1c(N)n(CC(C)C)c(=O)[nH]c1=O	-3	-6	3	1	-8	0	11
35	Cc1ccccc1N(C)C(=O)c1coc(=O)c2ccccc12	-6	x	x	-8	x	x	-4
36	Cc1nc2c(O)c3c(c(O)c2nc1C)C1C=CC3CC1	x	-2	0	3	-1	13	x
37	Cc1ccc2nc(N(CCCN(C)C)C(=O)CCc3ccccc3)sc2c1	x	-5	18	2	-1	-1	x
38	COc1ccc(-c2nnnn2C)cc1S(=O)(=O)NCc1ccccc1	-5	-1	9	x	-2	1	3
39	O=C(CCC(=O)Nc1ccc(F)cc1)N/N=C/c1ccccc1	5	-4	12	2	0	-4	-4
40	Cc1noc(C)c1S(=O)(=O)Nc1ccc2c(c1)C(=O)N([C@@H](C)CO)C[C@@H](C)[C@@H](CN(C)C(=O)NC(C)C)O2	-2	-2	22	-1	-3	-1	x
41	COc1ccccc1C(=O)NCCC(=O)NCC(c1ccccc1)N(C)C (stereo not given)	-6	-2	9	-3	0	-25	0
42	C[C@H](CO)N1C[C@H](C)[C@H](CN(C)S(C)(=O)=O)Oc2ccc(NC(=O)Nc3ccccc3)cc2CC1=O	0	-2	3	x	-11	2	-28
43	CC1(C(=O)NS(=O)(=O)C2CC2)CCN(C(=O)c2ccccc2C(F)(F)F)C1 (stereo not given)	-1	5	-5	-3	7	-1	-5
44	CC(=O)c1ccc(NC(=O)NC2CCCc3ccccc32)cc1 (stereo not given)	x	-3	-16	-5	-4	3	x
45	O=C(Nc1nnc(-c2ccncc2)o1)c1ccccc1F	-10	-1	-3	x	-1	-2	2
46	CCc1ccc(NC(=O)c2cc(C)on2)cc1	10	-1	5	x	3	-4	-9
47	COc1cc2ccccc2cc1C(=O)Nc1ccc2oc(=O)ccc2c1	4	-3	3	0	1	5	-24
48	COc1ccc(CCN(C)CC(O)COc2c(C)ccc(C)c2C)cc1OC (stereo not given)	-5	-4	16	4	-9	-1	9
49	Cc1ccc(C)c(-n2c(C)cc(/C=N/NC(=O)c3c(C)nc4cc(C)ccn34)c2C)c1	1	x	x	4	x	x	-4
50	CC1CCCN(C(=O)c2cc(-c3ccco3)nc3ccccc23)C1 (stereo not given)	3	-40	5	2	-8	3	0

Remaining list, next part.
item	smiles	esBAF inh	SIRT5 block	LGR2 antag	FN deposition inh	S100A4 MyoIIA	Casp6 inh	Statin myotox sup
51	CCOc1ccc(N2CC(NS(=O)(=O)c3cccs3)CC2=O)cc1 (stereo not given)	7	1	-14	-11	16	0	6
52	C[C@@H]1CCCCO[C@@H](CN(C)S(C)(=O)=O)[C@H](C)CN([C@H](C)CO)C(=O)c2cc(NC(=O)Nc3ccc4c(c3)OCO4)ccc2O1	-1	-4	5	x	10	4	x
53	CC1=NN(C(N)=S)C(=O)C1N=Nc1cccc(C(=O)O)c1 (stereo not given)	-8	24*	61*	-2	-4	-2	-2
54	N#CCCCCn1c(-c2cncs2)nc2ccccc21	-2	x	x	6	x	x	4
55	C[C@H](CO)N1C[C@H](C)[C@H](CN(C)C(=O)Nc2cccc3ccccc23)Oc2ncc(C#Cc3ccc(C(F)(F)F)cc3)cc2C1=O	3	-2	u	14	5	0	u
56	CCC(=O)Nc1ccc2c(c1)OC[C@@H](C)NC[C@@H](C)[C@H](OC)CN(C)C2=O	3	-4	-19	-3	-12	-5	5
57	CCC(=O)N(c1nnc(SC(C)C(=O)Nc2ccc(N3CCOCC3)cc2)s1)C1CC1 (stereo not given)	9	-7	0	-4	5	-1	-2
58	Cc1[nH]n(-c2ccccc2)c(=O)c1/C=N/NC(=O)c1ccc(O)cc1O	19	x	13	x	1	0	1
59	Cc1cc(F)ccc1S(=O)(=O)Nc1c(C)n(C)n(-c2ccccc2)c1=O	4	-1	-6	-6	-4	0	10
60	CC(C)CC#Cc1ccc([C@@H]2[C@@H](CO)N3CCCCN(S(=O)(=O)c4ccc(F)cc4)C[C@H]23)cc1	2	3	12	x	-4	1	-6
61	O=C(CNC(=O)c1ccco1)OCC(=O)c1ccc(Cl)cc1	-9	-1	6	x	2	-2	1
62	CN(C)c1cc[n+](CC(=O)c2ccc(Br)cc2)cc1	x	0	24	2	6	-5	x
63	Cc1nnc(N(C)C(=O)c2cnccn2)s1	4	3	-16	-1	0	1	8
64	Cc1ccc(S(=O)(=O)N2CCOCC2)cc1NC(=O)CN1CCC(Cc2ccccc2)CC1	x	-4	-6	0	-16	-3	x
65	COc1ccccc1N1CCN(c2ccc3ccccc3n2)CC1	-7	-2	-13	-12	5	1	-5
66	CCC1(c2ccccc2)NC(=O)N(CC(=O)Nc2cc(Cl)ccc2N2CCN(C)CC2)C1=O (stereo not given)	14	-4	-1	-3	0	-243	-21
67	C/C(=N\O)C(C)(C)Nc1ccccc1F	-2	-3	-1	5	-1	-1	-7
68	CCN(CC)S(=O)(=O)c1cccc(C(=O)OCC(=O)NCc2ccccc2OC)c1	1	2	16	14	4	1	2
69	Cc1ccc(S(=O)(=O)N[C@H]2CC[C@H](CCNS(=O)(=O)Cc3ccccc3)O[C@H]2CO)cc1	1	6	4	4&-1	3	-3	13
70	CC(=O)NC1C(O)OC(CO)C(O)C1O (stereo not given)	4	10	2	4	-5	4	1
71	CCN(CCNC(=O)C1CCN(S(C)(=O)=O)CC1)c1ccccc1	-10	x	x	4	x	x	16
72	CCCCc1nc2cc(C(=O)N3CCN(c4nc(C)cnc4C)CC3)ccc2o1	64*	-3	-48	6	-11	2	-5
73	CC(C)CC#Cc1ccc2c(c1)O[C@H](CN(C)C(=O)CC1CC1)[C@@H](C)CN([C@@H](C)CO)S2(=O)=O	5	32*	4	5	0	-1	-7
74	Cc1ccc(S(=O)(=O)N(C)C[C@@H]2Oc3c(NC(=O)c4cc(C)nn4C)cccc3C(=O)N([C@H](C)CO)C[C@@H]2C)cc1	-5	-3	-14	x	-7	x	4
75	CCC(NC(C)C)C(O)c1ccc(O)c(O)c1 (stereo not given)	-8&-7	-3	-9	4	-11&1	0	-3

A different layout for some results above.
69. Cc1ccc(S(=O)(=O)N[C@H]2CC[C@H](CCNS(=O)(=O)Cc3ccccc3)O[C@H]2CO)cc1
  esBAF inh: 1
  SIRT5 block: 6
  LGR2 antag: 4
  FN deposition inh: 4&-1
  S100A4 MyoIIA: 3
  Casp6 inh: -3
  Statin myotox sup: 13
32. COc1cc(F)c(C(=O)NC(C)(C)CO)cc1OC
  esBAF inh: 1
  SIRT5 block: 1
  LGR2 antag: -1
  FN deposition inh: 4
  S100A4 MyoIIA: -4
  Casp6 inh: 0
  Statin myotox sup: -2
11. c1ccc([C@H]2CN3CCSC3=N2)cc1
  esBAF inh: 1
  SIRT5 block: 1
  LGR2 antag: 4
  FN deposition inh: -9
  S100A4 MyoIIA: 0
  Casp6 inh: 0
  Statin myotox sup: -5

High-throughput results: PubChem BioAssay, Broad Institute

Some of the compounds tested; count on the stated rates, not on these rows.
